ERG-DNA inh: blocks human ERG Ets domain binding to DNA; 0.028% of 370,000 active; AID 624246; P11308; Potency, µM (highest dose often 76.9 µM), inactives show top-dose FP activity, negative = inhibition, most hits filed as inhibitors; fluorescence polarization, His-ERG Ets domain / labelled DNA; active = well fitted inhibition curve with a large enough effect in the polarisation, with a control signal flat; inconclusive = small, poorly fitted or top-dose-only effect, or effect the other way, or a change in a side signal; inactive = no such curve, though single readings can be large or run the other way; the % refers to the polarisation;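 also: polarization taken with two DNA probes labelled with fluorescein and Texas red; % of control where 0% means no effect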
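His-tagged ERG Ets domain (1 uM in the protein solution; 300mM KCl, 50mM Tris-HCl, 1mM EDTA, 1mM DTT, pH 7.5) received compound, then a probe mix of 5 nM fluorescein-DNA and 100nM Texas-615-DNA. Fluorescence polarization was read for both dyes.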
JMJD2A Tudor inh: inhibitors of human JMJD2A Tudor domain | O75164 | AlphaScreen JMJD2A-Tudor / H3K4me3 peptide binding | Potency, µM (series often up to 114 µM), inactives show at the top dose activity change, negative = inhibition, hits mostly inhibitors | 4.4% of 390,000 active; also: % is scaled to controls: 0 for no effect and ±100 for the full control effect; nearly all actives have a fitted effect of over 50% in size
rTrxR1 inhibitor: blocks rat thioredoxin reductase 1. O89049. recombinant rTrxR1, NADPH fluorescence consumption, selenite substrate. Potency, µM (highest dose often 114 µM), for inactives: at the highest dose activity change, negative = inhibition, most hits filed as inhibitors. 1% of 390,000 active; also: % is scaled to controls: 0 for no effect and ±100 for the full control effect; nearly all actives have a fitted effect of over 65% in size
Target sequence (O89049 whole entry, looked up): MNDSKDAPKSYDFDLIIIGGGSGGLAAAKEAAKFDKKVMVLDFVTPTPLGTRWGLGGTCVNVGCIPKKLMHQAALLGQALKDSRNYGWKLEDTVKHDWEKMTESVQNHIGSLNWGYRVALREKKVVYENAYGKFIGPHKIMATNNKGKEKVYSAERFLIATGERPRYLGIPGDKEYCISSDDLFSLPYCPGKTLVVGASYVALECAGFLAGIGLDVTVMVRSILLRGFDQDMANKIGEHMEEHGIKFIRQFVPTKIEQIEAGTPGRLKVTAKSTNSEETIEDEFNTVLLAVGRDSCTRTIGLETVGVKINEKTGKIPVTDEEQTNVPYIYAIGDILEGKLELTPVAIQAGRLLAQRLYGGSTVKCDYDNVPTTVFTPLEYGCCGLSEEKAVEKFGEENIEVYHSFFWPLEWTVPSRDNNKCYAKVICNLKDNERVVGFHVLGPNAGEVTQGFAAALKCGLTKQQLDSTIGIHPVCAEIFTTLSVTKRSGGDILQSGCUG
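Rat TrxR1 (90 nM in the dispensed reagent) was pre-reduced with 400 uM NADPH for 5 min at room temperature, then incubated with compound for 15 min. After 400 uM selenite was added, NADPH fluorescence (Ex 340/Em 450 nm) was followed for 8 min.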
Pin1 inh: inhibitors of human Pin1; Potency, µM (top dose mostly 115 µM), without a hit: top-dose activity, negative = inhibition, hits mostly inhibitors; 0.009% of 390,000 active; Pin1 FP peptide displacement, HiFluor488, 10 min; Q13526; active = well fitted inhibition curve with a large enough effect in the polarisation, with a control signal flat, not every such curve was filed as active; inconclusive = small, poorly fitted or top-dose-only effect, or effect the other way, or a change in a side signal; inactive = no such curve, though single readings can be large or run the other way; the % refers to the polarisation; also: % is scaled to controls: 0 for no effect and ±100 for the full control effect
Target sequence (Q13526 whole entry, looked up): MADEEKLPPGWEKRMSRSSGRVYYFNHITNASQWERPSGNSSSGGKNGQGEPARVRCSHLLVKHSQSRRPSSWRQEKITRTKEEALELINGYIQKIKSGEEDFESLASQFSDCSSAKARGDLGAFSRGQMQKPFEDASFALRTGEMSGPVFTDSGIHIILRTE
HP1b chromo inh: HP1-beta chromodomain-methylated histone interaction inhibition. P83916. AlphaScreen HP1-beta / biotin-H3K9me3 peptide binding. Potency, µM (series often up to 114 µM), for the others: at the top dose activity change, negative = inhibition, usual class: inhibitors. 0.56% of 390,000 active. AID 540317; also: nearly all actives have a fitted effect of over 70% in size; inactives centre near 23
Target sequence (P83916 whole entry, looked up): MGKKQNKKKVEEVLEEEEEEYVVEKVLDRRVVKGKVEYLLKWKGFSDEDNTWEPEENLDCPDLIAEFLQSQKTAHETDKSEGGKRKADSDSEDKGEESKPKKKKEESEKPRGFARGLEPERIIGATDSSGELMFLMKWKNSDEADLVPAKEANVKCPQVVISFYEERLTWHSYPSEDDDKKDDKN
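AlphaScreen: HP1-beta (50 nM) preformed 30 min with biotin-H3(1-18)K9me3 peptide (50 nM) in PBS pH 7.4, 0.01% Tween-20. Compound added for 30 min at RT, then streptavidin donor/nickel chelate acceptor beads (10 ug/mL) for 30 min.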
12-LOX inh: blocks human arachidonate 12S-lipoxygenase | P18054 | purified 12hLO, xylenol orange hydroperoxide absorbance | Potency, µM (series often up to 108 µM), inactives show at the top dose activity change, negative = inhibition, hits mostly inhibitors | 1.1% of 580,000 active; also: % is scaled to controls: 0 for no effect and ±100 for the full control effect
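Purified human 12hLO at 150 nM in 25 mM Hepes, 0.01% Triton X-100, pH 7.0, preincubated 15 min at room temperature with compound. Reaction started with 40 uM arachidonic acid, 30 min at room temperature. Hydroperoxide measured by Fe-xylenol orange, 573/405 nm absorbance ratio.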
RGS4 inh: inhibitors of human regulator of G protein signaling 4 | Transcreener GDP fluorescence polarization, RGS4-accelerated GTP hydrolysis | 0.039% of 390,000 active | AID 504845 | Potency, µM (series often up to 114 µM), for inactives: at the top dose activity change, negative = inhibition, most hits filed as inhibitors | P49798; also: % is scaled to controls: 0 for no effect and ±100 for the full control effect; nearly all actives have a fitted effect of over 75% in size; some results filed as inactive show a strong effect at the top dose
Target sequence (P49798 whole entry, looked up): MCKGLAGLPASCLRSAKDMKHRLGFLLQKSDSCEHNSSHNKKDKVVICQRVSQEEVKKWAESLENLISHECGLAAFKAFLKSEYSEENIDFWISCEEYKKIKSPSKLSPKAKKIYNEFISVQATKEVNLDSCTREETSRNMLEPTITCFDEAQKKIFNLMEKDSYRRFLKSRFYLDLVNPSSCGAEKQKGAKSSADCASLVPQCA
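MLSMR compounds (23 nl, pin-transferred) preincubated 10 min at room temperature with a 500nM (2x) first reagent, then RGS4 at 900nM (2x) plus Transcreener GDP mix added; fluorescence polarization (620/688 nm) read before and after 90 min at 30 °C.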
PGK inhibitor: blocks T. brucei phosphoglycerate kinase; PGK/GAPDH coupled, Kinase-Glo luminescence, 60 min; Potency, µM (highest dose often 57.5 µM), without a hit: at the highest dose activity change, negative = inhibition, most hits filed as inhibitors; 0.043% of 380,000 active; also: % is scaled to controls: 0 for no effect and ±100 for the full control effect; nearly all actives have a fitted effect of over 60% in size
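Luminescent ATP detection (Kinase-Glo Plus) follows a 60-minute room-temperature incubation, with wells lacking PGK as controls. Buffer: 100 mM TEA (pH 7.6), 5 mM MgCl2, 0.01% Tween-20. Coupling enzyme GAPDH (100 nM final) supplies unstable 1,3-BPG in-well.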
GLS inhibitor: glutaminase GLS (human) inhibition; GLS enzymatic activity, qHTS titration; Potency, µM (doses to about 45.5 µM), for inactives: top-dose activity change, negative = inhibition, most hits filed as inhibitors; 0.21% of 410,000 active; AID 624170; also: % is scaled to controls: 0 for no effect and ±100 for the full control effect
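hKGA in 45 mM KH2PO4 (pH 8.2), 0.02% Tween-20 with compound, then 1mM L-Glutamine (stock as added) plus glutamate oxidase/HRP/Amplex red coupling mix. Fluorescence read initially and after 30 min at RT; signal change reflects glutamate formation.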
* = called active by the depositor; i = inactive; u = inconclusive; x = not tested or not shown; & = joins results of further samples; ! = repeats disagree; [ ] = another dose, or the depositor's remark. Unless noted, calls follow the shape of the dose curve; as a rule, active = well fitted curve in the direction sought with a large enough effect; inconclusive = small, poorly fitted or top-dose-only effect, or another doubt; inactive = no such curve, though single readings can be large; an effect the other way counts as inactive or inconclusive. Potency is read from the fitted curve at half-maximal effect.

ERG-DNA inh | JMJD2A Tudor inh | rTrxR1 inhibitor | Pin1 inh | HP1b chromo inh | 12-LOX inh | RGS4 inh | PGK inhibitor | GLS inhibitor | Structure
23% | u | u | 5% | -22% | x | -28% | -7% | -4% | COc1ccc([C@H]2[C@H](C(=O)OC(C)(C)C)N3N=Cc4ccccc4C3C23C(=O)c2ccccc2C3=O)cc1OC (stereo partly specified)
x | u | u | u | 11µM* | x | u | x | x | Cc1cc(Nc2ccc(O)cc2)ccc1N
0% | u | 8% | 4% | -10% | u | 0% | -2% | 0% | O=S(=O)(c1ccc(Br)cc1)c1nc(-c2ccccc2)oc1N1CCOCC1
-1% | -14% | -2% | -13% | 29% | -5% | -2% | 1% | -2% | CC1(C)CC(NC(=O)C2CCC(=O)N(Cc3ccccc3F)C2)CC(C)(C)C1 (stereo unspecified)
-3% | 3% | -7% | 0% | 54%[activator] | 7% | 3% | -13% | 4% | Cc1ccc(CCC(=O)Nc2ccccc2F)s1
-3% | u | 20%[57.1 µM] | -1% | 91%[activator] | -7% | 14% | -9% | -2% | COc1cc(C(=O)Nc2cc(C)nn2-c2ccccc2)cc(OC)c1OC
0% | 9% | 14%[57.1 µM] | 9% | 27% | 45µM* | 4% | -2% | 0% | O=C(Cn1cnc2onc(-c3ccc(Cl)cc3)c2c1=O)Nc1ccc(F)cc1
0% | -15% | 10% | -11% | -19% | 0% | 8% | -2% | 2% | O=C(Nc1cccnc1)c1ccc(Cl)c(S(=O)(=O)N2CCOCC2)c1
12% | -10% | 18%[57.1 µM] | u | 30% | -21% | 7% | -9% | 0% | O=C(NC1CCCCC1)c1ccc2c(c1)N(Cc1ccccc1)C(=O)c1ccccc1S2
6% | -12% | 20% | -2% | 21% | -11% | 6% | -11% | 1% | Cc1cc(C)c(C)c(S(=O)(=O)N2CCN(C(=O)c3ccccn3)CC2)c1C
5% | -1% | -4%[57.1 µM] | -1% | 19% | -2% | -6% | 5% | -1% | COc1cc(S(=O)(=O)n2cnc(C)c2)ccc1Cl
-1% | -30% | 10% | 1% | 0% | 0% | -10% | 4% | 3% | O=[N+]([O-])c1ccc(C2CN=C(Nc3ccccc3)S2)cc1 (stereo unspecified)
-2% | -30% | 21%[57.1 µM] | 8% | -6% | 0% | -16% | -7% | 0% | O=C(/C=C/c1cn(-c2ccccc2)nc1-c1cccc(Cl)c1)N1CCN(c2ccccn2)CC1
-6% | -2% | 10%[57.1 µM] | 24% | 32% | 0% | 1% | 4% | 3% | COCc1nc(-c2cc(Br)ccc2OC)no1
2%&1% | 79µM*! | 2%&3%[57.1 µM] | -1%&1% | 5%&-9% | -18%&0% | u | 5%&-2% | -2%&1% | O=C(CCS(=O)(=O)c1cccc2nonc12)Nc1ccc(Br)cc1
9% | -6% | 1% | 0% | 16% | 1%&-16% | -2% | -2% | -6% | CC1=C(C(=O)Nc2ccc(C)c(C)c2)C2(CCCCCC2)OC1=O
5% | -11% | -5%[57.1 µM] | 4% | -4% | 372%[activator] | 9% | -4% | 0% | O=C(Nc1ccc(F)cc1F)N1CCCN(c2ccc(C(F)(F)F)cn2)CC1
13% | -30% | -2%[57.1 µM] | 0% | 17% | u | 1%[56.9 µM] | i | -2% | C#CCN(C)Cc1ccccc1
2% | -31% | 11% | -1% | -3% | u | 20% | 3% | 2% | COC(=O)c1ccc(NC(=O)C(c2ccccc2)N2Cc3ccccc3C2=O)cc1 (stereo unspecified)
-2% | -12% | 7% | 0% | 33% | 1% | -24% | -2% | 2% | COCCCn1c(SC(C)C(=O)Nc2c(C)n(C)n(-c3ccccc3)c2=O)n[nH]c1=O (stereo unspecified)
9% | -35% | 2% | -6% | 4% | -13% | 28% | -5% | 11% | CCOC(=O)C1=C(C)N(c2ccc(Cl)cc2)C(=O)NC1c1cccc([N+](=O)[O-])c1 (stereo unspecified)
u | -35% | -18%[57.1 µM] | u | -23% | u | u | -4% | 3% | Cc1oc(C)c2c(=O)ccc3c(c12)OC(N)=C(C#N)C3c1ccccc1 (stereo unspecified)
-1% | -16% | 8% | 9% | 9% | -3% | -18% | -8% | 8% | c1ccc(-n2ncc3c(NCc4ccccn4)ncnc32)cc1
7% | -16% | 4%[57.1 µM] | 1% | 31% | -14% | -12% | -8% | 3% | O=c1[nH]c2ccc(S(=O)(=O)N3CCN(c4ccccc4F)CC3)cc2s1
2% | 6% | 7% | 2% | 33%[activator] | -17% | -4% | -2% | 5% | COc1ccccc1NC(=O)COC(=O)COc1cccc2c1OC(C)(C)C2
-3% | 0% | 8% | 0% | 37% | -7% | 9% | -1% | -6% | O=C(NC1=NCCS1)c1ccc(N2CCCC2=O)cc1
-23% | -8% | -8% | 1% | 22% | -18% | -8% | -4% | -2% | CCOc1ccc(NC(=O)CN(C)C(=O)C2CC2C)cc1OCC (stereo unspecified)
6% | 4% | 1% | -1% | 51%[activator] | 7% | 0% | 6% | -5% | COc1cc(Cl)c(C)cc1NC(=O)c1ccc2c(c1)OCO2
12% | u | -5% | 1% | 1% | -12% | -3% | -7% | 0% | COc1ccc(N=Nc2c(N)n[nH]c2N)cc1
7% | -3%[11.4 µM] | -13%[11.4 µM] | 36%[activator] | 50%[activator] | u | 4%[11.4 µM] | 0% | -21% | CC(C)C(C)(C#N)NC(=O)CSc1nc2scc(-c3ccco3)c2c(=O)n1-c1ccccc1 (stereo unspecified)
6% | u | -5% | -2% | -30% | u | u | -1% | 50%[activator] | CCCOC(=O)Nc1ccc(N2CCCCC2)cc1
-5% | -10%[11.4 µM] | -6%[57.1 µM] | 0% | 4% | -23% | 2%[11.4 µM] | 4% | 4% | N#CCCN(Cc1cccnc1)C(=O)c1ccc(S(=O)(=O)N2CCOCC2)cc1
-1% | 0% | 8% | 8% | 22% | u | -10% | x | -5% | CCOCCCNC(=O)Cn1ncc2c([nH]c3ccc(C)cc32)c1=O
2% | -28% | 11% | 1% | 8% | -27% | 2% | -2% | 10% | Cc1ccc2c(c1)N(CC(=O)NCc1ccccc1Br)C(=O)c1cccnc1O2
10% | -18% | 3%[57.1 µM] | -4% | 7% | 30% | 0% | -6% | 4% | O=C(COc1ccc(Cl)cc1)NCCc1ccccn1
13% | -17% | 15%[57.1 µM] | 2% | 13% | -9% | 9% | -2% | -1% | CCOC(=O)c1ccc(S(=O)(=O)NCC(C)(C)N2CCOCC2)cc1
-4% | -28% | 4% | 3% | 3% | -25% | -3% | 7% | 4% | O=C(OCc1ccc([N+](=O)[O-])cc1)c1cc(S(=O)(=O)N2CCCCC2)ccc1N1CCOCC1
4% | 14% | 17%[57.1 µM] | -1% | 24% | 44%[activator] | 31% | i | 5% | O=C(NCCCCc1ccccc1)c1cccc(Br)c1
x | -18% | -8% | 1% | 21% | 3% | -17% | 5% | 16% | CCOC(=O)N1CCN(C(=O)CN(c2cc(C(F)(F)F)ccc2Cl)S(C)(=O)=O)CC1
-15% | -33% | 17% | 40%[activator] | 23% | u | 1% | -5% | 1% | CCCn1nc(C(=O)N2CCN(S(=O)(=O)c3ccc(C)c(C)c3)CC2)c2ccccc2c1=O
-1% | -13% | -2% | -13% | 25% | u | -5% | -5% | -1% | COc1ccc(S(=O)(=O)Nc2ccc3c(c2)C(=O)N([C@H](C)CO)C[C@H](C)[C@@H](CN(C)S(C)(=O)=O)O3)cc1
10% | 20µM* | -42% | 0% | 13% | u | u | -8% | 6% | CC(=O)NNC(=S)NC(=O)c1ccccc1
-4% | 27% | -2% | 21% | 62%[activator] | 0% | 5% | 2% | -12% | Cc1ccc(OC(=O)c2cc(-c3ccc4c(c3)OCCO4)on2)c(C)c1
-6% | 0% | -9% | -1% | 35% | 21% | 22% | 1% | 22% | CC(C)N1C(=O)CCC1C(=O)N1CCN(c2ccc(F)cc2)CC1 (stereo unspecified)
-1% | -9%[57.1 µM] | 14%[57.1 µM] | -1% | 43%[activator] | -5% | 9% | -6% | -11% | Nc1nnc(-c2ccc(Cl)cc2Cl)s1
-2% | -7% | 8%[57.1 µM] | -5% | 32% | 2%&170% | -17% | 4% | -24% | CC(NC(=O)CCOc1ccccc1)c1ccccc1 (stereo unspecified)
8% | -2% | 19% | -5% | 55%[activator] | 20% | -11% | 10% | 1% | CC(C)CC1NC(=O)N(CC(=O)N(C)C2CCCCC2)C1=O (stereo unspecified)
0% | -19% | 14%[57.1 µM] | 35%[activator] | 17% | -24% | -22% | -7% | 9% | COc1ccccc1CNC(=O)COC(=O)c1cccnc1SCC(=O)NCc1ccccc1OC
5% | 1% | -3%[57.1 µM] | 0% | 27%[57 µM] | u | -6% | -9% | -4% | COc1cc(NC(=O)CCNS(=O)(=O)c2ccc3c(c2)CCN3C(=O)C2CC2)cc(OC)c1
u | -17% | 33% | -5% | 51%[activator] | 11% | -5% | -1% | 0% | Cc1ccc(NC(=O)c2cc3cc(OC(F)(F)F)ccc3[nH]2)cc1
-5% | -5% | 3% | 11% | 9% | -17% | 18% | 5% | 2% | O=c1[nH]c(Cc2cccs2)nc2scc(-c3ccc(Cl)cc3)c12
-3% | -6% | 13%[57.1 µM] | -1% | 32%[activator] | u | 19% | 4% | -5% | COc1ccc(S(=O)(=O)N(CC(=O)Nc2ccc(Br)cc2)Cc2ccccc2)cc1
6% | -6% | 42%[2.29 µM] | -5% | 34% | -4% | -9% | -4% | -1% | CC(C)c1cc(=O)n2c(nc3ccccc32)[nH]1
-5% | -8% | -20% | -2% | 47%[activator] | 1% | -1% | 1% | 8% | O=C(CCn1nc(-c2ccc(Cl)cc2)ccc1=O)NCc1ccccn1

High-throughput results: PubChem BioAssay, National Center for Advancing Translational Sciences (NCATS)

These rows are one share of the data, so the mix of outcomes need not match the whole.
